Bioassay records deposited in PubChem by Sanford-Burnham Center for Chemical Genomics.
hIAP activ = human IAP activation; P09923; purified human IAP, CDP-Star luminescence, 30 min; hits give high values; 1 = vehicle-only enzyme, 0 = enzyme-free background; activation factor at 10 µM; actives 0.16% (n = 330,000);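 active = activation factor of the enzyme at least 2-fold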; also: the source names both 10 and 20 µM as test concentration; values of inactives mirror those of a sister screen read the other way
NR3A LBD binder = NR3A (human) ligand-binding domain modulation; NR3A LBD differential scanning fluorimetry, Tm shift; 0% = protein alone, 100% = glycine-bound protein; AID 1259313; actives 2.5% (n = 340,000); Tm shift relative to glycine control, % at 25 µM;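 active = melting temperature shift of at least 10% of the positive control shift, at one fixed dose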
A3A deaminase = inhibitors of human APOBEC3A DNA deaminase | recombinant A3A, FAM/TAMRA ssDNA deamination fluorescence | inhibition, % at 20 µM | actives 0.41% (n = 330,000) | AID 493011;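 active = at least 40% inhibition at 20 µM here, with at most 30% in a related deaminase screen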;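 also: plate controls were A3A with DMSO for no effect and wells lacking A3A enzyme for full effect; some results filed as inactive read as strong as hits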
Target sequence (P31941 whole entry, looked up): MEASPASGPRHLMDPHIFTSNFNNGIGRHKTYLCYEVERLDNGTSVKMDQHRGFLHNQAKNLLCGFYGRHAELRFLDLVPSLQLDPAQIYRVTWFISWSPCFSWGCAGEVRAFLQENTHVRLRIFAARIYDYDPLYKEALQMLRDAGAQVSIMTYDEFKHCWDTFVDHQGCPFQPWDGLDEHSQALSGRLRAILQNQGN
hIAP block = human IAP inhibition; actives 0.12% (n = 330,000); purified IAP, CDP-Star luminescence, 30 min; inhibition, % at 10 µM; P09923;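 active = inhibition reaching a set limit with compound at 10 µM in the primary screen, cut at about 35% in these data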;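 also: plate controls were DMSO wells with enzyme for no effect and no-enzyme buffer wells for full effect; values of inactives mirror those of a sister screen read the other way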
mIAP inh = blocks mouse intestinal alkaline phosphatase | purified mouse IAP, CDP-Star luminescence, 30 min | inhibition, % at 10 µM | actives 0.2% (n = 330,000);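 active = inhibition of at least 40% at 10 µM in the primary screen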;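 also: plate controls were DMSO with enzyme for no effect and no enzyme wells for full effect; values of inactives mirror those of a sister screen read the other way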
A3G deaminase = inhibitors of human APOBEC3G DNA deaminase | recombinant A3G, ssDNA deamination FAM/TAMRA fluorescence | inhibition, % at 20 µM | actives 0.28% (n = 330,000);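 active = inhibition of at least 40% at 20 µM, with no more than 30% in the related APOBEC3A deaminase screen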;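 also: plate controls were DMSO wells with A3G for no effect and wells lacking A3G enzyme for full effect; some compounds called inactive have numbers as strong as hits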
Target sequence (Q9HC16 whole entry, looked up): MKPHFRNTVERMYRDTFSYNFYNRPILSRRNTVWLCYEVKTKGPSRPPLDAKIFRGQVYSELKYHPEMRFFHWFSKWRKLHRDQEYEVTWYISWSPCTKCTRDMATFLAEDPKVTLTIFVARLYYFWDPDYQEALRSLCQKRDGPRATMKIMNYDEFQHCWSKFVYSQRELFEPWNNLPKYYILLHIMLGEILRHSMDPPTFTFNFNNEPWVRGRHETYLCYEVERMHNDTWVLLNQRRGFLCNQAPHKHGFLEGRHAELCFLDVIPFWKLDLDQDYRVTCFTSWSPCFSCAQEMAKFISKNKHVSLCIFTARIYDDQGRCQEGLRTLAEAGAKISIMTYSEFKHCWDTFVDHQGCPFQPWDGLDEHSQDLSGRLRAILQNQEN
MPTP block = permeability transition pore inhibition; actives 1.4% (n = 360,000); isolated mouse mitochondria, Ca2+ swelling absorbance, 30 min; inhibition, % at 10 µM;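 active = inhibition of 50% or more, scaled per plate between neutral and stimulator controls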;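 also: 0% = DMSO wells given calcium and 100% = 1 mM EGTA wells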
beta cell repl = inducers of beta-cell replication in MIN6 cells. proliferation, % at 10 µM. actives 0.29% (n = 330,000). MIN6 cells proliferation, ATPlite luminescence, 48 h; cells starved in 0.2% serum; 100% = growth in 10% serum;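 active = compounds whose signal lies at least 3.5 SD above the mean of all wells on their plate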;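 also: 0% = DMSO-treated cells in low-serum medium and 100% = 10% serum control; some compounds called inactive have numbers as strong as hits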
mIAP activ = increases mouse intestinal alkaline phosphatase activity | muIAP, CDP-Star luminescence, 30 min; hits give high values; 1 = vehicle-only enzyme signal, 0 = enzyme-free wells | activation factor at 10 µM | actives 0.24% (n = 330,000) | AID 2805;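 active = activation factor of at least 2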; also: the source names both 10 and 20 µM as test concentration; values of inactives mirror those of a sister screen read the other way
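Assay system: mouse IAP enzyme; reagent: chemiluminescent substrate CDP-Star; dosing: test compounds delivered from DMSO solution; schedule: 30 min at room temperature; measured by: luminescence from enzymatic CDP-Star hydrolysis; controls: DMSO-only wells and no-enzyme negative control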
* marks the source's active call; other numbers are inactive results; x = not tested or not shown. Compounds as they come. About 5% of those tested had a hit in this group.

| no. | smiles | hIAP activ | NR3A LBD binder | A3A deaminase | hIAP block | mIAP inh | A3G deaminase | MPTP block | beta cell repl | mIAP activ |
| --- | --- | --- | --- | --- | --- | --- | --- | --- | --- | --- |
| 1 | Cc1[nH]c2ccccc2c1C(=O)CN1C(=O)NC2(CC(C)CC(C)(C)C2)C1=O (stereo unspecified) | 1.1 | -15 | 3 | -5 | -5 | -3 | 1.1 | -1 | 1.1 |
| 2 | Cc1cc(C(=O)c2cnc(/N=C/N(C)C)s2)c(F)cc1Cl | 0.89 | 2 | -1 | 11 | 7 | 0 | -0.3 | -4 | 0.93 |
| 3 | CCOc1ccc(-c2nc3scc(-c4cccs4)c3c(=O)[nH]2)cc1 | 0.97 | -11 | 3 | 3 | 9 | -11 | 1.2 | -1 | 0.91 |
| 4 | Cc1cccnc1NC(=O)c1cccc(S(=O)(=O)N2CCN(c3ccccc3)CC2)c1 | 1 | -1 | 5 | -4 | 0 | 22 | -0.4 | 5 | 1 |
| 5 | CCC(Sc1nc(=O)cc(N)n1CCc1ccccc1)C(=O)Nc1ccccc1C#N (stereo unspecified) | 1 | 0 | 3 | -3 | -1 | -2 | -3.0 | 0 | 1 |
| 6 | O=C(N/N=C\c1cc([N+](=O)[O-])ccc1N1CCCC1)c1ccccn1 | 0.97 | 0 | -1 | 3 | 15 | -3 | 1.8 | 0 | 0.85 |
| 7 | Cc1nn(C)c(Cl)c1C(=O)NCC(=O)NCc1ccccc1 | 1 | 0 | 4 | -4 | 5 | 0 | 1.2 | 2 | 0.95 |
| 8 | COC(=O)c1cc(O)cc(OC)c1C(=O)c1c(O)cc(C)cc1O | 0.86 | 0 | -2 | 14 | 10 | -3 | -1.2 | 0 | 0.9 |
| 9 | O=S(=O)(NCc1cccnc1)c1cccc2nsnc12 | 1.2 | 0 | -4 | -20 | -1 | -10 | -1.8 | 1 | 1 |
| 10 | CN(C)c1ccc(C(=O)NCC(c2cccs2)N2CCOCC2)cc1[N+](=O)[O-] (stereo unspecified) | 1.2 | 0 | -2 | -19 | 4 | -5 | 1.8 | -1 | 0.96 |
| 11 | Cc1ccnn1-c1ccc(C(=O)N2CCCN(S(=O)(=O)c3ccc(F)cc3)CC2)cc1 | 0.84 | -3 | 0 | 16 | -1 | -1 | -0.7 | 4 | 1 |
| 12 | NS(=O)(=O)c1ccc(NC(=O)Cn2nc(C(=O)O)c3ccccc3c2=O)cc1 | 1 | -2 | 7 | -5 | -12 | -5 | 0.6 | -2 | 1.1 |
| 13 | COc1ccc(OC)c(S(=O)(=O)Nc2ccc(O)c3ccccc23)c1 | 1.1 | -1 | -6 | -11 | 2 | -2 | -0.8 | -6 | 0.97 |
| 14 | O=C(CSc1nc2ccccc2o1)Nc1ccccc1 | 0.86 | -1 | 0 | 14 | -1 | 0 | -1.2 | 0 | 1 |
| 15 | O=C(CCN1C(=O)S/C(=C/c2ccccc2)C1=O)Nc1ccc(C(=O)O)c(O)c1 | 1.2 | -9 | -2 | -18 | 1 | 0 | -1.2 | -7 | 0.99 |
| 16 | CC1C(=O)O[C@@H]2C[C@@H](C)[C@@H]3CCC(=O)[C@@]3(C)[C@@H](O)[C@H]12 (stereo partly specified) | 1.1 | 0 | 0 | -13 | 2 | -10 | -1.2 | -2 | 0.97 |

One compound at a time (already shown). Screens in order: hIAP activ, NR3A LBD binder, A3A deaminase, hIAP block, mIAP inh, A3G deaminase, MPTP block, beta cell repl, mIAP activ
COc1ccc(OC)c(S(=O)(=O)Nc2ccc(O)c3ccccc23)c1 in the list: 1.1, -1, -6, -11, 2, -2, -0.8, -6, 0.97
O=S(=O)(NCc1cccnc1)c1cccc2nsnc12 in the list: 1.2, 0, -4, -20, -1, -10, -1.8, 1, 1
O=C(CSc1nc2ccccc2o1)Nc1ccccc1 in the list: 0.86, -1, 0, 14, -1, 0, -1.2, 0, 1
Cc1ccnn1-c1ccc(C(=O)N2CCCN(S(=O)(=O)c3ccc(F)cc3)CC2)cc1 in the list: 0.84, -3, 0, 16, -1, -1, -0.7, 4, 1
NS(=O)(=O)c1ccc(NC(=O)Cn2nc(C(=O)O)c3ccccc3c2=O)cc1 in the list: 1, -2, 7, -5, -12, -5, 0.6, -2, 1.1

Further results follow:
| no. | smiles | hIAP activ | NR3A LBD binder | A3A deaminase | hIAP block | mIAP inh | A3G deaminase | MPTP block | beta cell repl | mIAP activ |
| --- | --- | --- | --- | --- | --- | --- | --- | --- | --- | --- |
| 17 | CC1CCN(S(=O)(=O)c2cccc(C(=O)Nc3ccccn3)c2)CC1 | 1 | 0 | -2 | -4 | 8 | -4 | 4.4 | 3 | 0.92 |
| 18 | CC1(C)CC(=O)C=C(NCc2ccccc2)C1 | 1.2 | 0 | -2 | -19 | -16 | -2 | -1.1 | 1 | 1.2 |
| 19 | COC(=O)NC(NC(=S)Nc1ccccc1OC)C(Cl)(Cl)Cl (stereo unspecified) | 0.95 | -9 | -1 | 5 | -17 | -3 | 0.8 | 0 | 1.2 |
| 20 | CC(c1ccccc1)C1C(C#N)=C(N)SC(N)=C1C#N (stereo unspecified) | 0.85 | 0 | -5 | 15 | 21 | -10 | 2.4 | 0 | 0.79 |
| 21 | O=C(CN1CCCCCCC1)NC(=O)NC1CCCCC1 | 0.89 | -1 | -1 | 11 | -4 | -10 | -2.7 | 3 | 1 |
| 22 | Cc1cccc(N2CC(C(=O)O)CC2=O)c1 (stereo unspecified) | 0.95 | 1 | 3 | 4 | -4 | 2 | -0.9 | -3 | 1 |
| 23 | Cc1ccc2nc(-c3ccc(NC(=O)CSCC(=O)O)cc3)sc2c1 | 1 | 1 | 3 | 0 | -2 | -3 | 5.6 | -3 | 1 |
| 24 | COc1cc(/C=N/NC(=O)c2cc(-c3cccs3)nc3ccccc23)ccc1O | 1 | 4 | -7 | -2 | -2 | 12 | 2.8 | -5 | 1 |

(more compounds)
Order of values: hIAP activ, NR3A LBD binder, A3A deaminase, hIAP block, mIAP inh, A3G deaminase, MPTP block, beta cell repl, mIAP activ
25) COc1ccc(S(=O)(=O)N2CCC(O)(c3ccc(Cl)cc3)CC2)cc1OC
    1, -2, -3, -1, -2, -7, 7.5, 5, 1
26) CCOc1ccccc1NC(=O)NCc1ccccn1
    1.1, 0, 2, -8, 4, -4, -0.2, -1, 0.96
27) CC(C)(C)Nc1cccccc1=O
    0.83, 1, -3, 17, 9, -9, 0.6, -1, 0.91
28) CN(C)S(=O)(=O)c1cccc(-c2nnc(SCCNCCO)n2-c2ccc(F)cc2)c1
    1, -2, 1, 0, -2, -12, -1.8, 1, 1
29) O=C(c1ccc(COc2ccccc2Br)o1)N1N=C(C(F)F)CC1(O)C(F)F (stereo unspecified)
    1.1, 5, 1, -10, 11, -5, 6.7, 0, 0.89
30) CCOC(=O)N1CCN(C(=O)CSc2nc(C)nc3c2c(=O)n(C)c(=O)n3C)CC1
    1, 0, -4, -1, -2, 0, 0.4, -3, 1
31) CCN(C#N)c1nc(NC(C)C)nc(NC(C)C)n1
    0.84, 3, 2, 16, 0, -4, -1.0, 6, 1
32) COc1ccccc1N1CCN(CCC(=O)Nc2ccc3c(c2)OCO3)CC1
    1, -1, -3, -5, -10, -3, -0.8, -3, 1.1
33) Cc1ccnc(NC(=O)c2cccc(OC(F)F)c2)n1
    0.89, 1, -2, 11, 3, -10, 0.0, 0, 0.97
34) CCN(CC)C(=O)c1cc2cc([N+](=O)[O-])ccc2s1
    1.1, -5, 1, -11, -14, -4, 2.9, -2, 1.1
35) Cn1c(SCc2ccccc2)nnc1-c1cccs1
    1.1, 0, -4, -8, -4, -5, -0.6, -2, 1
36) O=C(CCN1C(=O)S/C(=C\c2ccccc2)C1=O)NC1CCS(=O)(=O)C1 (stereo unspecified)
    1, 0, -4, 0, -1, -5, -3.4, -1, 1
37) CCN(c1ccccc1)S(=O)(=O)c1ccc(C(=O)N(C)Cc2cccs2)cc1
    1, 0, -2, -3, -3, -7, 0.6, -3, 1
38) CN1CCOCCOCCOCCN(C)C1=S
    1, -2, -3, 0, 1, -9, -0.4, -2, 0.99
39) Cc1cc(C)cc(C(=O)N2CCC(CCC(=O)NC3CC3)CC2)c1
    1.3, 2, -1, -31, -2, -6, 0.5, -1, 1
40) O=C(NC1CCCCC1)C(c1cccs1)N(CCCN1CCOCC1)C(=O)c1ccc(-c2ccccc2)[nH]1 (stereo unspecified)
    1.2, -3, 0, -22, -10, 2, 0.3, -4, 1.1
41) COc1ccc(CCN=C(C)C2=C(O)C(c3ccccc3)OC2=O)cc1OC (stereo unspecified)
    1, 0, 1, -1, -3, -8, 0.4, -2, 1
42) CCOC1(OCC)N=C(N)C2(C#N)C(c3cccc(C)c3)C12C#N (stereo unspecified)
    0.92, -1, -6, 8, 3, -7, -0.6, -1, 0.97
43) CCCCN(C(=O)CSc1nc(CCC)cc(=O)[nH]1)c1c(N)n(Cc2ccccc2)c(=O)[nH]c1=O
    1.3, -1, -4, -30, -13, -7, -0.4, -2, 1.1
44) Cc1ccc(Cn2c(SCC(=O)N3CC(=O)Nc4ccccc43)nc3ccccc3c2=O)cc1
    1.3, -4, -8, -30, -17, -9, 1.5, -1, 1.2
45) CCOc1cccc(CNCCCSc2ncccn2)c1
    1.3, 1, -3, -26, 5, -7, -1.2, 0, 0.95
46) CSc1ccc(C2C(C#N)=C(N)Oc3cc4c(cc32)OCO4)cc1 (stereo unspecified)
    0.95, 2, 1, 5, 2, 1, 1.6, -4, 0.98
47) CC1CN(c2ccc(NC(=S)Nc3ccc(N4CC(C)OC(C)C4)cc3)cc2)CC(C)O1 (stereo unspecified)
    1.2, 0, -4, -22, 2, -5, 3.4, -4, 0.98
48) COc1cccc(NC(=O)C(OC(=O)c2ccccc2NS(=O)(=O)c2cccs2)c2ccccc2)c1 (stereo unspecified)
    1.2, 5, -1, -19, 16, -4, 14, -4, 0.84
49) C[C@]12c3[nH]c4ccc(Cl)cc4c3CCN1C(=O)[C@@H](CC(=O)NCCc1ccccn1)C[C@@H]2C(=O)N1CCOCC1
    x, 2, -1, x, -7, -2, -0.5, x, 1.1
50) O=C(COC(=O)c1ccc([N+](=O)[O-])cc1)NCCC1=CCCCC1
    1.1, 0, 1, -5, -1, -2, 1.2, -2, 1
51) Nc1ccc2nc3c(=O)[nH]c(=S)[nH]c3nc2c1
    0.97, 2, 95, 3, 71*, 87, 2.2, -1, 0.29
52) Cc1ccc(-n2nnc3ccccc3c2=O)cc1C
    0.94, 0, -4, 6, -2, -9, -0.9, -3, 1
